Screens deposited in PubChem by National Center for Advancing Translational Sciences (NCATS).
AmpC detergent: qHTS Inhibitors of AmpC Beta-Lactamase (assay with detergent); Potency, µM (top dose mostly 114 µM), for inactives: at the top dose activity change, negative = inhibition, actives largely listed as inhibitors; P00811; AmpC hydrolysis of nitrocefin, absorbance 480 nm, 0.01% Triton; actives 0.041% (n = 370,000);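 further: potency means the concentration at half of the fitted maximal effect; 0% = no-compound wells and -100% = no-enzyme wells; nearly all actives have a fitted effect of over 25% in size; some results filed as inactive show a strong effect at the top dose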
Target sequence (P00811 whole entry, looked up): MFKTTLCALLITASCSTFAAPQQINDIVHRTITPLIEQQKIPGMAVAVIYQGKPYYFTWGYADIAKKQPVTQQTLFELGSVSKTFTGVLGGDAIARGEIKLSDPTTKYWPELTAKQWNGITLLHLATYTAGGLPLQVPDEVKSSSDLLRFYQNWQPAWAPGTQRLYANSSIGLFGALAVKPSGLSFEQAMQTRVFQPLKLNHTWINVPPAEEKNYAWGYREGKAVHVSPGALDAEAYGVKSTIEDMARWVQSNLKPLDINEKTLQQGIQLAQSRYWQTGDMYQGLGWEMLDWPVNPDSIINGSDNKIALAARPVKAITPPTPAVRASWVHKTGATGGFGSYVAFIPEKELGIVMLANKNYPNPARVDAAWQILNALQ
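AmpC (5.3 nM in the dispensed reagent) in 20 mM phosphate pH 7.0 with 0.01% (detergent screen) or 0.0001% Triton X-100 was preincubated with compounds for 15 min at room temperature. Nitrocefin was then added from an 800 uM solution, and hydrolysis was followed at 480 nm.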
FBPA Giardia inh: qHTS Assay for Inhibitors of Fructose-1,6-bisphosphate Aldolase from Giardia Lamblia | actives 0.71% (n = 290,000) | AID 2451, 2010 | Potency, µM (highest dose often 59.6 µM), for inactives: at the highest dose activity, negative = inhibition, most hits filed as inhibitors | purified Giardia FBPA; further: potency means the concentration at half of the fitted maximal effect; nearly all actives have a fitted effect of over 55% in size
Target sequence (A8B2U2 whole entry, looked up): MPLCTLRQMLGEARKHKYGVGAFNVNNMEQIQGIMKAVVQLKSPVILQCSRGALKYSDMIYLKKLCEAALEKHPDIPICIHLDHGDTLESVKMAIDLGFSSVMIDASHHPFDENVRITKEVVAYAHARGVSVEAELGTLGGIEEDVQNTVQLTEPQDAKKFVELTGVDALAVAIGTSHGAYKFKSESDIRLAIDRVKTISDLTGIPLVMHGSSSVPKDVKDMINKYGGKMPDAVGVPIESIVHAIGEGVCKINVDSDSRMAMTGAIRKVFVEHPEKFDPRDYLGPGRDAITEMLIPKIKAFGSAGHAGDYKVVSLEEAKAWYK
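Giardia FBPA (40 nM reagent) was preincubated 10 min at RT with compound (up to 57.5 uM final), then substrate plus GAPDH/TPI/NAD/arsenate coupling system with diaphorase/resazurin was added; resorufin fluorescence (525/598 nm) was read after 20 min.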
AmpC no deterg: qHTS Inhibitors of AmpC Beta-Lactamase (assay without detergent); P00811; AmpC nitrocefin hydrolysis, absorbance 480 nm, 0.0001% Triton; Potency, µM (top dose mostly 57.1 µM), for inactives: top-dose activity change, negative = inhibition, most hits filed as inhibitors; actives 0.52% (n = 330,000); AID 485341, 2010;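 further: potency means the concentration at half of the fitted maximal effect; plate controls were no compound for no effect and no enzyme for full effect; nearly all actives have a fitted effect of over 20% in size; some results filed as inactive show a strong effect at the top dose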
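AmpC (5.3 nM in the dispensed reagent) in 20 mM phosphate pH 7.0 with 0.01% (detergent screen) or 0.0001% Triton X-100 was preincubated with compounds for 15 min at room temperature. Nitrocefin was then added from an 800 uM solution, and hydrolysis was followed at 480 nm.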
HCMV antiviral: qHTS Assay for inhibitors of the human cytomegalovirus (HCMV). activity change, negative = inhibition, % at 57.5 µM. actives 4.5% (n = 410,000). HFF cells, HCMV-luciferase reporter, 72 h; active compounds read low; in the data active means activity change below about -60%; inconclusive means no clear call, values can overlap the other calls; inactive means above about -39%
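Human foreskin fibroblasts infected with luciferase-reporter HCMV at MOI 1 PFU/cell, compounds at two doses. Luciferase measured 72 h post infection; normalized to buffer-only basal and Salinomycin (10uM) controls.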
AMA1-RON2 inh: qHTS for Inhibitors of AMA1-RON; Towards Development of Antimalarial Drug Lead: Primary Screen. AlphaScreen AMA1-biotinylated RON2 peptide binding. Potency, µM (titrated, usually from 58.2 µM), inactives show top-dose activity change, negative = inhibition, usual class: inhibitors. actives 0.2% (n = 360,000). AID 720542, 2013;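 further: potency means the concentration at half of the fitted maximal effect; 0% = vehicle wells and -100% = peptide control; nearly all actives have a fitted effect of over 45% in size; some results filed as inactive show a strong effect at the top dose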
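AMA1 (3D7) with his tag at 25 nM final met compounds first, then biotinylated RON2 peptide at 25 nM; detection used donor plus acceptor beads, 10 µg/mL apiece, read by AlphaScreen after 30 min at room temperature.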
Sm TGR block: qHTS Assay for the Inhibitors of Schistosoma Mansoni Peroxiredoxins; Schistosoma mansoni thioredoxin glutathione reductase (TGR), Q962Y6; purified TGR, DTNB reduction, TNB absorbance 405 nm; Potency, µM (highest dose often 114 µM), inactives show at the highest dose activity change, negative = inhibition, usual class: inhibitors; actives 3% (n = 360,000); AID 485364, 2010; further: potency means the concentration at half of the fitted maximal effect; nearly all actives have a fitted effect of over 60% in size
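First, TGR (20 nM dispensed) and NADPH were mixed with compound. Second, a 15 min room-temperature incubation followed. Third, further NADPH and then DTNB were added to start the reaction. Finally, TNB absorbance was monitored kinetically.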
* hit, by the source's call; ? = inconclusive; . = not tested or not shown; & = joins results of further samples; [ ] = dose if it differs, or a comment. Unless noted, the call rests on the fitted dose curve; in most records, active means well fitted curve in the direction sought with a large enough effect; inconclusive means small, poorly fitted or top-dose-only effect, or another doubt; inactive means no such curve, though single readings can be large; an effect the other way counts as inactive or inconclusive. Unless noted, on the % scale 0 is the no-effect control and ±100 the full control effect.

SMILES	AmpC detergent	FBPA Giardia inh	AmpC no deterg	HCMV antiviral	AMA1-RON2 inh	Sm TGR block
CC1(C)CC(=O)C2=C(C1)N(Cc1cccnc1)C(=O)C2(NC(=O)c1ccc(F)cc1)C(F)(F)F (stereo not drawn)	?	-4.2%	0.9%	20.9	4.7%	5.4%
CC(=O)N1CCc2cc(S(=O)(=O)N3CCCCC3C)ccc21 (stereo not drawn)	-8.2%	.	1.9%	-31.6	-0.2%	4.7%
Cc1ccc(S(=O)(=O)N(C)C[C@@H]2Oc3c(NS(C)(=O)=O)cccc3C(=O)N([C@H](C)CO)C[C@@H]2C)cc1	.	.	53.3%	-2.7	1.7%	.
CC(NC(=O)c1cccs1)c1n[nH]c(=S)n1C (stereo not drawn)	?	-17.4%	-18.2%	11.1	15.0%	5.2%
C[C@@H]1NS(=O)(=O)[C@H]2C[C@@H]3C=C[C@]2(O3)[C@H]1OC(=O)c1ccc(C(C)(C)C)cc1	2.1%	.	3.4%	-12.5	-1.7%	-19.6%
COCCCNC(=O)c1cc(S(=O)(=O)NCCCN2CCCC2=O)ccc1Cl	.	.	-11.6%	41.0	1.6%	.
CC(=O)c1c(C)[nH]c(C(=O)Nc2cccc(S(=O)(=O)N3CCOCC3)c2)c1C	-10.6%	0.0%	-30.8%	147.1	-5.9%	-6.0%
Cc1ccc(-c2nn(C)c(=O)c3ccccc23)cc1CNC(=O)CN1CCOCC1	-9.5%	2.8%	45.3%	12.2	-2.9%	-15.3%
CCOC(=O)CN1CC23C=CC(O2)C(C(=O)Nc2ccc(OC)cc2OC)C3C1=O (stereo not drawn)	?	-22.9%	-1.6%	7.6	2.4%	-5.1%
Cc1cccc(-c2nc(SCC(=O)Nc3cccc(C(F)(F)F)c3)n3[nH]c(=O)cc3n2)c1	2.6%	.	.	13.2	.	13.1%

As entered above:
For HCMV antiviral, `CC(=O)c1c(C)[nH]c(C(=O)Nc2cccc(S(=O)(=O)N3CCOCC3)c2)c1C` has 147.1
For AMA1-RON2 inh, `CCOC(=O)CN1CC23C=CC(O2)C(C(=O)Nc2ccc(OC)cc2OC)C3C1=O` (stereo not drawn) has 2.4%

(list continues)
SMILES	AmpC detergent	FBPA Giardia inh	AmpC no deterg	HCMV antiviral	AMA1-RON2 inh	Sm TGR block
COc1cc2c(cc1OC)CN(C(=O)c1ccc(OC)c(S(=O)(=O)N3CCOCC3)c1)CC2	2.8%	2.6%	77.4%[activator]	44.8	-1.6%	5.4%
COC(=O)c1ccc(CNC(=O)COC(=O)CCC2CCCC2)cc1	?	3.0%	10.3%	-38.3	-0.6%	-14.4%
S=C(Nc1ccccc1Cl)NC1CCCCCC1	-2.7%	-0.7%	-42.5%	?	52.3%[activator]	10.8%
O=C(Nc1nnc(C2CC2)s1)C1=NN(C2CCS(=O)(=O)C2)C(=O)CC1 (stereo not drawn)	-0.9%	0.1%	1.4%	-32.9	-3.7%	0.0%
N#CN=C1CCCCCN1CC(N)=O	-1.1%	3.6%	-18.9%	43.1	4.6%	1.4%
COc1cc(/C=C/CN2CCN(CCC(C)C)C(CCO)C2)ccc1O (stereo not drawn)	4.4%	-0.2%	25.0%	-37.1	6.1%	12.6µM*
COCc1c(CN)cnc(C)c1N	-9.0%	-7.5%	-9.5%	-23.7	-0.7%	-2.3%
CCC(C)n1c(=N)c(S(=O)(=O)c2ccc(C)cc2)cc2c(=O)n3cc(C)ccc3nc21 (stereo not drawn)	9.9%	.	.	2.6	.	16.5%
COc1ccc(N2C(=O)c3ccccc3NC2c2cccnc2)cc1 (stereo not drawn)	3.7%	5.4%	-22.8%	47.2	4.4%	0.9%
CC1(C)CC(=O)C2=C(C1)NC(=O)C21C(C(=O)OC(C)(C)C)=C(N)Oc2ccc(Br)cc21 (stereo not drawn)	-14.2%	0.6%	-4.9%	39.1	6.2%	7.9%
Cc1[nH]c2ccccc2c1/C=N\NC(=O)CNc1ccc2c(c1)OCO2	?	-17.1%	-25.3%	32.9	-2.6%	?
Cc1ccc(N2C(=O)CC3(CC4C=CC3C4)C2=O)cc1 (stereo not drawn)	1.6%	6.2%	-37.5%	?	2.3%	35.0%
Cc1ccc(OCCC(=O)OCC(=O)Nc2cc(C)cc(C)c2)cc1	-14.2%	.	-17.2%	30.4	-13.9%	-8.0%
COc1ccc(/C=C/C(=O)OCC(=O)c2c(N)n(C)c(=O)n(C)c2=O)c(OC)c1	-4.1%	0.3%	-3.8%	-3.6	-3.3%	.
CC1=C(C(=O)Nc2cccnc2)C(c2ccc(Cl)cc2)n2nc(-c3ccccc3)nc2N1 (stereo not drawn)	18.1%	.	.	21.9	.	2.5%
CCN(CC)C(=O)C(=O)c1c(-c2ccccc2)[nH]c2ccccc12	-8.3%	5.0%	-22.2%	-3.6	2.8%	-4.5%
O=C([O-])c1cc(-c2ccccc2)cc(-c2ccccc2)[n+]1Cc1ccccc1	0.1%	.	-21.3%	-78.9*	.	-15.3%
CCCCCCCCCCCCn1ccc(=N)cc1	-4.3%	6.3%	120.6%[activator]	-96.6*	2.1%	2.5%
CCc1ccc(NC(=O)Cn2c3ncccc3c(=O)n2-c2ccc(C)c(C)c2)cc1	6.4%	.	.	19.2	.	0.3%
S=C(NCc1cccnc1)c1ccccc1	5.0%	-2.0%	-10.1%	25.1	8.3%	10.1%
Cc1csc(SCC(=O)Nc2ccccn2)n1	-7.0%	0.3%	-15.0%	63.6	-2.3%	-4.6%
Cc1nnc(NC(=O)c2cccn(Cc3cccc(Cl)c3)c2=O)s1	3.2%	.	.	6.5	.	2.8%
CC(C)(C)NC(=O)c1cc(Cl)ccc1[N+](=O)[O-]	?	3.5%	-12.5%	-9.6	-5.9%	-2.2%
CC(NC(=O)c1ccccc1Cl)C(=O)N1CCN(Cc2ccc3c(c2)OCO3)CC1 (stereo not drawn)	-0.6%	.	-3.3%	18.7	-1.0%	14.1µM*
Cc1ccc(S(=O)(=O)N(Cc2ccccc2)Cc2ccco2)cc1	0.3%	-17.7%	-27.4%	-10.5	25.1%	-27.6%
O=C(CCC(=O)N/N=C/c1ccccc1O)NCc1ccccc1	-0.8%	-24.3%	-10.3%	10.6	72.6%[activator]	-6.4%
OCCC1CN(Cc2c(O)ccc3ccccc23)CCN1CCc1ccccc1 (stereo not drawn)	8.6%	19.9µM*	74.7%[activator]	11.4	-20.8%	0.631µM*
COc1ccccc1CNC(=O)c1ccc(CNc2c(N3CCCC3)c(=O)c2=O)cc1	-9.9%	2.5%	-32.6%	2.8	8.6%	-8.1%
O=C(COC(=O)COc1ccccc1[N+](=O)[O-])NCc1ccc2c(c1)OCO2	.	.	-18.3%	66.1	24.7%	.
Cc1cccc(-n2c(SCc3nc(-c4ccccc4C)no3)nnc2-c2ccccc2)c1	9.1%	.	.	-2.9	.	16.2%

Profiles from above. Screens in order: AmpC detergent, FBPA Giardia inh, AmpC no deterg, HCMV antiviral, AMA1-RON2 inh, Sm TGR block
O=C(COC(=O)COc1ccccc1[N+](=O)[O-])NCc1ccc2c(c1)OCO2 as listed: ., ., -18.3%, 66.1, 24.7%, .
COc1ccccc1CNC(=O)c1ccc(CNc2c(N3CCCC3)c(=O)c2=O)cc1 as listed: -9.9%, 2.5%, -32.6%, 2.8, 8.6%, -8.1%
Cc1nnc(NC(=O)c2cccn(Cc3cccc(Cl)c3)c2=O)s1 as listed: 3.2%, ., ., 6.5, ., 2.8%
CC(NC(=O)c1ccccc1Cl)C(=O)N1CCN(Cc2ccc3c(c2)OCO3)CC1 (stereo not drawn) as listed: -0.6%, ., -3.3%, 18.7, -1.0%, 14.1µM*

(continued)
SMILES	AmpC detergent	FBPA Giardia inh	AmpC no deterg	HCMV antiviral	AMA1-RON2 inh	Sm TGR block
O=C(Nc1ccc(OC(F)F)c(Cl)c1)[C@@H]1CCCN1C(=O)c1cccs1	-1.2%	-1.4%	-16.7%	3.0	-11.2%	7.5%
COc1ccccc1Nc1nc2nonc2nc1N1CCCCC1C (stereo not drawn)	-11.6%	6.8%	-21.4%	?	-8.4%	-1.3%
O=C(NCc1ccccc1)c1cccn(Cc2ccccc2)c1=O	-3.6%	3.7%	5.4%	.	2.6%	-5.7%
COc1ccc(CCNC(=O)c2nnc(Cc3ccc(Cl)cc3)o2)cc1OC	?	2.6%	42.5%	-8.0&15.4	14.5%	3.0%&3.3%
COC(=O)c1ccc(Nc2nc(N3CCOCC3)nc(N3CCOCC3)n2)cc1	-5.4%	.	-3.4%	23.0	-2.2%	2.5%
COC(=O)c1ccc(COc2cccc3c2OC(C)(C)C3)cc1	4.7%	.	86.4%[activator]	-5.9	-15.8%	0.0%
Cc1ccc(CSCc2ccc(C(=O)NCC3CCCO3)o2)cc1 (stereo not drawn)	-13.1%	0.0%	14.3%	6.4	0.0%	?
Cc1cc(C)cc(NS(=O)(=O)c2ccc3[nH]cc(C(=O)NCCc4ccccc4)c(=O)c3c2)c1	-0.8%	.	.	-0.5	.	10.0%
COc1ccc(-n2c(SCC(=O)/C(C#N)=C(\C)N)nc3ccccc3c2=O)cc1OC	-1.1%	-13.8%	53.6%	-3.7	-2.0%	11.3%
COc1ccc(S(=O)(=O)N2CCCCCC2)cc1C(=O)N(C)CC(=O)Nc1ccccc1Br	-12.5%	.	98.8%[activator]	-38.1	-1.7%	1.3%
COc1ccc2c(CC(=O)NNC(=O)c3ccc(O)cc3)coc2c1	.	.	-15.7%	?	21.8%	.
CCSc1ccc([C@@H]2[C@@H]3C(=O)N(C)C(=O)[C@@H]3[C@]3(C(=O)OC)CCCCN23)cc1OC	.	.	14.8%	14.6	-18.9%	.
O=C(Nc1ccccc1)C1CCN(C(=O)c2ccccc2)CC1	?	1.2%	-9.0%	-24.1	9.3%	13.9%
Cc1c(C(=O)N2CCOCC2)[nH]c2ccc(OCc3ccccc3)cc12	0.8%	-27.1%	152.6%[activator]	-28.0	-15.2%	-1.2%
CCOc1ccc2nc(NC(=O)C34CC5CC(CC(NC(C)=O)(C5)C3)C4)sc2c1	5.8%	.	-28.8%	?	-1.0%	-11.8%
O=C(c1cc2c(=O)n3ccccc3nc2s1)N1CCc2ccccc2C1	?	?	0.3%	.	.	?
Cc1cc(C(=O)N2CCCC(CO)(Cc3ccc(F)cc3)C2)c(C)o1 (stereo not drawn)	5.8%	.	81.0%[activator]	-37.6	1.0%	?
COc1ccccc1CC(=O)N1CCN(S(=O)(=O)c2ccccc2)CC1	4.5%	.	30.5%	5.0	-5.8%	-25.5%
CC(C)c1nnc(NC(=O)CCS(=O)(=O)Cc2ccccc2)s1	?	-3.0%	-18.8%	8.0	4.5%	-4.7%
O=C(NCCCN1CCCCCC1)c1ccc2c(Cl)c3c(nc2c1)CCCC3	8.8%	-6.0%	120.1%[activator]	?	-26.5%	?
